hERG protect: hERG rescue from dofetilide block, primary screen, cell-based, CHO-hERG, FluxOR thallium flux, dofetilide IC70; Voltage-gated inwardly rectifying potassium channel KCNH2 (Homo sapiens), Q12809; dofetilide IC70 present; actives 0.51% (n = 310,000); activation (rescue from dofetilide block), less the hit threshold, % at 10 µM;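 active = activation above the mean of controls blocked by dofetilide plus 5 SD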;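 note: thallium influx through hERG after potassium depolarization seen as dye fluorescence rise; in these data hits start at about 4.7%; inactives centre near -7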
KCNK3 inh: human KCNK3 channel inhibitors, primary screen, CHO cells, FluxOR thallium flux, B-score; B-score at 10 µM; FluxOR fluorescence; active compounds read low; Potassium channel subfamily K member 3 (Homo sapiens), O14649; AID 602410, 2012; actives 0.84% (n = 340,000);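 active = B-score under library mean minus 4 SD, starting fluorescence ratio at most library mean plus 5 SD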;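 note: more negative B-score means stronger inhibition of thallium flux through KCNK3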
Target sequence (O14649 whole entry, looked up): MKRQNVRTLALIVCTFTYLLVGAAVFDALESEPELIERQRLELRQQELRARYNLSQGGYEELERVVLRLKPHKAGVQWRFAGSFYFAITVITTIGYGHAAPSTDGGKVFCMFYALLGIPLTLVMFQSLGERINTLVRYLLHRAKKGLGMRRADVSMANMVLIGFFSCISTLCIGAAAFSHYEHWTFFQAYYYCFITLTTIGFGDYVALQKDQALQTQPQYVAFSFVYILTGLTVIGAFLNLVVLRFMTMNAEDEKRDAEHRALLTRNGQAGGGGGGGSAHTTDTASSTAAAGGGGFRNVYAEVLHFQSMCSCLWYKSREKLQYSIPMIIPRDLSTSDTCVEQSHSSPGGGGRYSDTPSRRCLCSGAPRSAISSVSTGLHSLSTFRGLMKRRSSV
HDAC3 inh: HDAC3 deacetylase inhibitors, primary screen, biochemical, fluorescence, cell-free homogeneous. recombinant HDAC3, fluorogenic peptide/trypsin coupled. inhibition, % at 8.3 µM. actives 0.15% (n = 320,000). AID 2718, 2010; in the data active = inhibition above about 26%, passing the limit was not always enough; inconclusive = no clear call, values can overlap the other calls
DYRK1A inh: rat Dyrk1A kinase inhibitors, primary screen, biochemical, single point, plate reader. Dual specificity tyrosine-phosphorylation-regulated kinase 1A (Rattus norvegicus), Q63470. ADP-Glo luminescence, NFATc1 peptide. inhibition, % at 12.5 µM. actives 0.43% (n = 310,000); in the data active = inhibition above about 50%;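 note: plate controls were vehicle with enzyme for no effect and no enzyme for full effect; many of its hits are not listed in these tables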
PolyA inh: polyadenylation inhibitors in yeast reporter cells, primary screen, luminescence, S. cerevisiae; S. cerevisiae SKY197-pL101 polyadenylation reporter, beta-gal luminescence; efflux-impaired pdr1/pdr3 knockout yeast; score 100 = 6 SD above DMSO; calls only at 12 µM; actives 0.02% (n = 300,000);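 active = lowest replicate activity score at least 50, where 100 means six control SD above control mean; inconclusive = lowest score under 50 but half or more replicates reach 50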;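 note: yeast exposed to compound for 9 h at 30 °C; higher score means more reporter readthrough which indicates perturbed polyadenylation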
RGS4 act: RGS4 potentiators or activators, primary screen, cell-based, HEK293 M3R inducible RGS4, calcium flux; AID 463111, 2010; B-score at 10 µM; carbachol calcium flux Fluo4; active compounds read low; actives 0.92% (n = 310,000);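 active = B-score of the integrated calcium signal more than 4 SD below the library mean, with starting fluorescence not abnormally high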;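 note: negative B-score means reduced calcium response which marks RGS4 activation or potentiation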
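test system = M3R-expressing HEK293 line, RGS4 induced by doxycycline | probe or stimulus = carbachol at ECmax as muscarinic agonist stimulus | timing = dye loading 30 min 37 °C, buffer rest 30 min RT | signal = calcium dye Fluo4 fluorescence | evaluation = B score from integrated fluorescence ratio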
KCNQ1 block: inhibitors of human KCNQ1 channel, primary screen, cell-based, thallium flux, high-throughput | Potassium voltage-gated channel subfamily KQT member 1 (Homo sapiens), P51787 | CHO-K1 KCNQ1, FluxOR thallium flux fluorescence; active compounds read high | B-score at 10 µM | actives 1.3% (n = 310,000);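 active = compounds whose thallium flux B-score, printed positive for inhibition, exceeds three library SD while starting fluorescence stays within three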;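 note: channel opened by potassium depolarization with thallium stimulus after 20 min compound exposure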
KCNQ1 pot: potentiators or activators of KCNQ1 channel, primary screen, cell-based, thallium flux, high-throughput; CHO-K1 KCNQ1, thallium flux FluxOR fluorescence; active compounds read high; B-score at 10 µM; Potassium voltage-gated channel subfamily KQT member 1 (Homo sapiens), P51787; actives 0.35% (n = 310,000);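 active = fluorescence ratio B-score, a plate-corrected score, at least three library SD, with initial intensity B-score within 5 SD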
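Schedule – 37 °C overnight plating, 90-min dark dye load, 20-min compound pretreatment · System – stable KCNQ1 CHO-K1 line · Probe or stimulus – thallium- and potassium-containing depolarizing buffer · Measured by – kinetic FluxOR fluorescence, 10 s baseline plus 110 s post-stimulus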
KCNK9 inh: KCNK9 potassium channel inhibitors, primary screen, HEK293 cells, thallium flux | actives 1.2% (n = 310,000) | Potassium channel subfamily K member 9 (Homo sapiens), Q9NPC2 | AID 488922, 2010 | B-score at 10 µM | FluxOR thallium flux fluorescence; active compounds read low;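 active = ratio B-score over 3 SD below the library mean, with starting fluorescence within 5 SD of its mean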;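 note: negative B-score means less thallium flux so channel inhibition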
GSK3B inh: human GSK3beta kinase inhibitors, primary screen, biochemical, cell-free homogeneous, HTS; GST-GSK3beta kinase, ADP-Glo luminescence, 60 min; active compounds read low; AID 2097, 2009; actives 0.038% (n = 300,000); activity score (negative = inhibition), % at 10 µM;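 active = more than half of replicate wells score below -50%, meaning over 50% inhibition versus plate controls; inconclusive = some replicates but at most half score below -50%; inactive = no replicate scores below -50%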;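 note: 0% = median DMSO wells and -100% = median GW8510 positive control wells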
Target sequence (P49841 whole entry, looked up): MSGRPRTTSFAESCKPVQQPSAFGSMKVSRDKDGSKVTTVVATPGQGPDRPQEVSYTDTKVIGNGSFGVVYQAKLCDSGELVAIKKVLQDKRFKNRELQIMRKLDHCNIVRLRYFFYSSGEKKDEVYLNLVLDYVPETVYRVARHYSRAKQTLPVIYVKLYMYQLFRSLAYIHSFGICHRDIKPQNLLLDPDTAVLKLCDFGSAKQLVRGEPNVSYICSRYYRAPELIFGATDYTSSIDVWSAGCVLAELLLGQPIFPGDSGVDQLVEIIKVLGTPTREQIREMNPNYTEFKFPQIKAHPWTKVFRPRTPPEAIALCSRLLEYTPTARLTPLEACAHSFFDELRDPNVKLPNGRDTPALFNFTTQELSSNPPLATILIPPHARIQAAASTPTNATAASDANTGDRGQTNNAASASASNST
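Test system – GST-tagged human GSK3beta kinase, cell-free · Incubation – 60 min enzyme reaction, room temperature · Signal – ADP-Glo luminescence · Also added – peptide substrate and ATP at 25 µM · Controls – DMSO neutral wells and GW8510 at 20 µM as positive · Buffer or medium – Tris/MgCl2 kinase buffer · Measure – Luminescence-derived activity versus plate DMSO and GW8510 wells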
GSK3 alpha inh: blockers of GSK3A enzyme activity – biochemical, luminescence, cell-free homogeneous, HTS, primary screen | Glycogen synthase kinase-3 alpha (Homo sapiens), P49840 | GSK-3 alpha kinase, ADP-Glo luminescence, 60 min | inhibition, % at 10 µM | actives 0.1% (n = 320,000) | AID 2650, 2010;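 in the data active = inhibition above about 50%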;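 note: GST-tagged GSK-3 alpha with peptide substrate and 25 µM ATP; 0% = DMSO neutral wells and 100% = GW8510 positive control wells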
An asterisk follows results filed as active; i = inactive; u = inconclusive; x = no result given. This is a subset (hit frequency here may not be typical).

The line under a structure holds: hERG protect | KCNK3 inh | HDAC3 inh | DYRK1A inh | PolyA inh | RGS4 act | KCNQ1 block | KCNQ1 pot | KCNK9 inh | GSK3B inh | GSK3 alpha inh
C#CCOCCOCCOCCNc1nc(N2CCN(C(=O)[C@H](CCC(=O)O)n3cc(C(N)CC(C)C)nn3)CC2)nc(N2CCN(C(=O)[C@H](CCC(=O)O)n3cc(C(N)CC(C)C)nn3)CC2)n1 (stereo partly specified)
→ -8 | i | -4 | 1 | i | i | i | i | i | 1 | -6
CCN(CC)CCNC(=O)C(=O)Nc1ccc(C(=O)OC)cc1
→ -13 | i | 3 | 3 | i | i | i | i | i | -2 | -2
CCOc1cc(C(=O)N(C)CC(=O)Nc2cccc(F)c2)ccc1OCC(=O)N1CCOCC1
→ -13 | i | 3 | x | i | i | i | i | i | -2 | 1
Fc1c(CSC(=S)N2CCOCC2)cccc1CSC(=S)N1CCOCC1
→ -5 | i | 3 | -3 | i | i | i | i | i | -1 | -1
O=C(CSc1nnc(NC(=O)c2c(F)cccc2F)s1)NC1CCCCC1
→ -2 | i | 5 | -11 | i | i | i | i | i | -2 | -2
CC1CCC2C(C1)c1sc(=O)[nH]c1SC2(C)C (stereo unspecified)
→ -5 | i | 3 | 6 | i | i | i | i | i | -5 | 6
CN(C)CCN(C(=O)CCS(=O)(=O)c1ccccc1)c1nc2c(F)cccc2s1
→ -6 | i | -5 | 4 | i | i | i | i | i | -2 | -1
CC(C)CC(=O)NNC(=S)NCc1ccco1
→ -12 | i | 2 | 1 | i | i | i | i | i | 1 | -2
O=C(Cc1ccc(-n2cccc2)cc1)N1CCN(c2ccccc2F)CC1
→ -8 | i | 1 | -6 | i | i | i | i | i | 2 | -3
CCCn1c(SCC(=O)Nc2cccc(C(=O)OC)c2)nnc1-c1cccnc1
→ -2 | i | -8 | 1 | i | i | i | i | i | 0 | -22
Cc1c(C(=O)NCCC2=CCCCC2)sc2ncnc(N3CCCCC3C)c12 (stereo unspecified)
→ -17 | i | 9 | x | i | i | 8* | i | i | 2 | -2
CCOC(=O)c1c(-c2cccs2)csc1NC(=O)COC(=O)c1c(C)noc1C
→ -17 | -8.9* | 11 | -1 | i | i | i | i | i | 1 | 11
Cc1cc(C(=O)NCc2ccco2)c2cc(F)ccc2n1
→ -13 | i | -3 | 6 | x | i | i | i | i | 5 | 0
Cc1[nH]c(=O)c(C#N)c2c1CCCC2
→ -7 | i | -6 | -7 | i | i | i | i | i | -7 | 1
N#CC1=C(SCC(=O)c2ccccc2)NC2=C(C(=O)CCC2)C1c1ccco1 (stereo unspecified)
→ -14 | i | 1 | -1 | i | i | i | i | i | 0 | 1
O=C(c1ccc(Cl)c(Cl)c1)N(Cc1ccco1)c1ccc(O)cc1
→ -13 | i | 16 | 3 | i | i | 7* | i | -11* | -2 | -1
Cc1c(C)c2cc3c4c(oc3c(C)c2oc1=O)CCCC4
→ -12 | i | -19 | 1 | i | i | i | i | i | 0 | 0
Clc1ccc(-c2nnc(CCc3ccccc3)o2)c(Cl)c1
→ -3 | i | 7 | -9 | i | i | i | i | i | 1 | 0
COc1ccc(OC)c(S(=O)(=O)N2CCC(c3nc4ccccc4[nH]3)CC2)c1
→ -13 | i | x | 0 | i | i | i | i | i | 1 | -2
CCCCCN=C(N)N/N=C/c1c[nH]c2ccc(OC)cc12
→ -31 | i | -4 | 42 | i | i | 7* | i | -11* | -13 | 14

Full records from above. Order of values: hERG protect | KCNK3 inh | HDAC3 inh | DYRK1A inh | PolyA inh | RGS4 act | KCNQ1 block | KCNQ1 pot | KCNK9 inh | GSK3B inh | GSK3 alpha inh
CN(C)CCN(C(=O)CCS(=O)(=O)c1ccccc1)c1nc2c(F)cccc2s1 is listed with -6 | i | -5 | 4 | i | i | i | i | i | -2 | -1
COc1ccc(OC)c(S(=O)(=O)N2CCC(c3nc4ccccc4[nH]3)CC2)c1 is listed with -13 | i | x | 0 | i | i | i | i | i | 1 | -2

Remaining list, next part.
The line under a structure holds: hERG protect | KCNK3 inh | HDAC3 inh | DYRK1A inh | PolyA inh | RGS4 act | KCNQ1 block | KCNQ1 pot | KCNK9 inh | GSK3B inh | GSK3 alpha inh
Cn1c2c(c(=O)n(C)c1=O)C(c1cccc(F)c1)C(C#N)=C(N)O2 (stereo unspecified)
→ -8 | i | -9 | 6 | i | i | i | i | i | 1 | 1
O=C(/C=N/O)NCc1ccncc1
→ -7 | i | -1 | -11 | i | i | i | i | i | 0 | -1
CC1(C)CC(=O)C(C=NCCN2CCN(CCc3ccccc3)CC2)=C(O)C1
→ -6 | i | 3 | -1 | i | i | i | i | i | -7 | -1
Cc1ccc(C(=O)NC2=NCCS2)cc1
→ -7 | x | 7 | x | i | i | i | i | i | 1 | -1
Cc1ccc(S(=O)(=O)N(Cc2ccc(F)cc2)C(=O)N2CCN(C)CC2)cc1
→ -12 | i | 3 | 8 | i | i | i | i | i | 2 | -1
Cc1ccccc1OC1CCN(C(=O)C2CCC(=O)N(C3CCCC3)C2)CC1 (stereo unspecified)
→ -6 | i | x | 2 | i | i | i | i | i | -1 | x
CSc1ncccc1C(=O)Nc1ccc(OC(F)(F)F)cc1
→ -3 | i | 11 | 8 | i | i | i | i | i | 1 | -2
Cc1ccccc1OCCC(=O)Nc1ccccc1C(=O)NC1CC1
→ -15 | i | 4 | 8 | i | i | i | i | i | -2 | 0
CCOC(=O)c1[nH]c(C)c(/C(O)=C2\C(=O)C(=O)N(CCCN(CC)CC)C2c2cccnc2)c1C (stereo unspecified)
→ -4 | i | 0 | -3 | i | i | i | i | i | 2 | 1
Cc1cc(C)nc(-n2ncc3c2CC(c2ccc(F)cc2)CC3=O)n1 (stereo unspecified)
→ -2 | i | -3 | -5 | i | i | i | i | i | 2 | -1
CCc1ccc(C(=O)COC(=O)c2cnc(C)cn2)cc1
→ -10 | i | 3 | x | i | i | i | i | i | 3 | -2
Cc1ccc2oc(-c3cc(NC(=O)c4ncn[nH]4)ccc3O)nc2c1
→ -6 | i | 1 | 1 | i | i | i | i | i | 2 | -8
CC(=O)c1cccc(N(C(=O)c2ccco2)C(C(=O)NC2CCCCC2)c2ccc(C)o2)c1 (stereo unspecified)
→ -4 | i | 3 | 4 | i | i | i | i | i | 1 | -2
CCCOc1cccc(-c2nc3ccccc3c(=O)o2)c1
→ -13 | i | u | -3 | i | i | i | i | i | -3 | 0
COCCNC(=O)COC(=O)c1ccc(S(=O)(=O)N2CCOCC2)cc1
→ -1 | i | 5 | 0 | i | i | i | i | i | -2 | -2
COc1ccc(N=C2C(=Nc3ccc(OC)cc3)N(c3ccc(OC)cc3)C(=S)N2c2ccccc2)cc1
→ -10 | i | 6 | 4 | i | i | i | i | i | -2 | -1
COc1ccc(S(=O)(=O)N2CCCCC2)cc1NC(=S)Nc1ccccc1
→ -5 | i | -10 | -6 | i | i | i | i | i | 0 | -3
Cc1cc2nc(CCN(Cc3cccnc3)C(=S)Nc3ccccc3)[nH]c2cc1C
→ -10 | i | 0 | 1 | i | i | i | i | i | 3 | -2
CN(c1ccccc1)S(=O)(=O)c1cccc(C(=O)Nc2ncn[nH]2)c1
→ -8 | i | -2 | -7 | i | i | i | i | i | 1 | 0
O=C(CSc1nnc(-c2ccccc2)n1Cc1ccccc1)NNC(=O)c1ccccc1O
→ -11 | i | 15 | 1 | i | i | i | i | i | -9 | -3
Cc1ccc(NC(=O)COc2ncnc3ccccc23)cc1S(=O)(=O)N1CCOCC1
→ -9 | i | 2 | 3 | i | i | i | i | i | 2 | 3
CCCn1nnc(NC(=O)c2ccc([N+](=O)[O-])cc2Cl)n1
→ 0 | i | 7 | 1 | i | i | i | i | i | -23 | x
Cc1onc(-c2ccccc2Cl)c1C(=O)N[C@@H](C)c1ccccc1
→ -11 | i | -5 | x | i | i | i | i | i | -1 | 2
Cc1ccc(S(=O)(=O)N2CCC(C(=O)N[C@@H](C)C(=O)NC3CCS(=O)(=O)C3)CC2)cc1 (stereo partly specified)
→ -9 | x | -3 | x | i | i | i | i | i | 0 | 0

By substructure: the entries above containing two or more sulfur atoms
The line under a structure holds: hERG protect | KCNK3 inh | HDAC3 inh | DYRK1A inh | PolyA inh | RGS4 act | KCNQ1 block | KCNQ1 pot | KCNK9 inh | GSK3B inh | GSK3 alpha inh
Fc1c(CSC(=S)N2CCOCC2)cccc1CSC(=S)N1CCOCC1
→ -5 | i | 3 | -3 | i | i | i | i | i | -1 | -1
O=C(CSc1nnc(NC(=O)c2c(F)cccc2F)s1)NC1CCCCC1
→ -2 | i | 5 | -11 | i | i | i | i | i | -2 | -2
CC1CCC2C(C1)c1sc(=O)[nH]c1SC2(C)C (stereo unspecified)
→ -5 | i | 3 | 6 | i | i | i | i | i | -5 | 6
CN(C)CCN(C(=O)CCS(=O)(=O)c1ccccc1)c1nc2c(F)cccc2s1
→ -6 | i | -5 | 4 | i | i | i | i | i | -2 | -1
CCOC(=O)c1c(-c2cccs2)csc1NC(=O)COC(=O)c1c(C)noc1C
→ -17 | -8.9* | 11 | -1 | i | i | i | i | i | 1 | 11
COc1ccc(S(=O)(=O)N2CCCCC2)cc1NC(=S)Nc1ccccc1
→ -5 | i | -10 | -6 | i | i | i | i | i | 0 | -3
Cc1ccc(S(=O)(=O)N2CCC(C(=O)N[C@@H](C)C(=O)NC3CCS(=O)(=O)C3)CC2)cc1 (stereo partly specified)
→ -9 | x | -3 | x | i | i | i | i | i | 0 | 0
